EPAC2 antagonist = blocks human EPAC2 exchange factor; Potency, µM (highest dose often 114 µM), inactives show top-dose activity, negative = inhibition, usual class: inhibitors; hit rate 0.18% among 360,000; EPAC2 GEF exchange of Rap1B-BODIPY-GDP, fluorescence; AID 720708; also: potency is read from the fitted curve at half-maximal effect; % is scaled to controls: 0 for no effect and ±100 for the full control effect; nearly all actives have a fitted effect of over 45% in size; many of its hits are not listed in these tables
Target sequence (Q8WZA2 whole entry, looked up): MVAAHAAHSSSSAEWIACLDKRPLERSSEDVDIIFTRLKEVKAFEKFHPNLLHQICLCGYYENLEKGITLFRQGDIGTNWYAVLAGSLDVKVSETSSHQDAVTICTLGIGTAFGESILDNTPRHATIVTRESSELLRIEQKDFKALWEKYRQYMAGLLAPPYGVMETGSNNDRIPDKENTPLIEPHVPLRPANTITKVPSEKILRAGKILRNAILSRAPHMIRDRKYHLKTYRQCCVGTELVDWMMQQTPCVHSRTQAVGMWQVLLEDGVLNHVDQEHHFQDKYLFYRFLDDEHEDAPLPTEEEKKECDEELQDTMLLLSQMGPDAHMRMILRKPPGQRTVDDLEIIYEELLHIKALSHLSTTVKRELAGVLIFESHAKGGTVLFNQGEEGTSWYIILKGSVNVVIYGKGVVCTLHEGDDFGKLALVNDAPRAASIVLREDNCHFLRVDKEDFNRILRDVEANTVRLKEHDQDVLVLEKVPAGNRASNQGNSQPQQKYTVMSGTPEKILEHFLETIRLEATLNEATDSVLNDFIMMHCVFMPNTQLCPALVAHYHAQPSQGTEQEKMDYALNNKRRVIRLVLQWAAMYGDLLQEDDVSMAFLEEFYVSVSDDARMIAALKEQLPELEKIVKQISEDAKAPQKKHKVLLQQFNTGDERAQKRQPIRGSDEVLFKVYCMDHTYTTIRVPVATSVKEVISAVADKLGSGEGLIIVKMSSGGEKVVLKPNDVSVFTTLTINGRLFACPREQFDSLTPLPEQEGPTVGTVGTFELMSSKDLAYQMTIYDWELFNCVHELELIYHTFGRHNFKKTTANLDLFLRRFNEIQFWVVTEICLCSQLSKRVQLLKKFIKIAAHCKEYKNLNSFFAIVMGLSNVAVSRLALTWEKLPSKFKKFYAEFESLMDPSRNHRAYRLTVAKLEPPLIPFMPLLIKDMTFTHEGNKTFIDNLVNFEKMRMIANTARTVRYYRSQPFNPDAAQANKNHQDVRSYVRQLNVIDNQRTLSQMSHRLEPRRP
A549 tox = counter-screen for Nrf2 inhibitors: cytotoxicity in A549 cells; A549 ARE-Fluc cells, CellTiter-Fluor viability, 18-24 h; Potency, µM (doses to about 46 µM), inactives show at the highest dose activity change, negative = cytotoxicity, actives largely listed as inhibitors; hit rate 0.16% among 390,000; AID 504648; also: potency is read from the fitted curve at half-maximal effect; % is scaled to controls: 0 for no effect and ±100 for the full control effect
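Cytotoxicity counterscreen: CellTiter-Fluor fluorescence was measured in A549 ARE_Fluc cells after 18-24 h of compound exposure in a concentration series. The subsequent BugLite luminescent read reports ARE-luciferase activity.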
Nrf2 inh = Nrf2 pathway inhibition | AID 504444 | Potency, µM (titrated, usually from 46 µM), for the others: top-dose activity change, negative = inhibition, actives largely listed as inhibitors | A549 ARE-Fluc reporter, luciferase luminescence, 18-24 h | hit rate 2.1% among 360,000; also: potency is read from the fitted curve at half-maximal effect; % is scaled to controls: 0 for no effect and ±100 for the full control effect; nearly all actives have a fitted effect of over 60% in size
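A549 ARE_Fluc cells, 5000/well, 5% FBS OPTI-MEM; compounds in dose-response, 18-24 h at 37 °C/5% CO2; CellTiter-Fluor viability read (Ex 405/Em 525), then BugLite luciferase luminescence = Nrf2 activity.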
Mm-Cpn inhibitor = blocks the Methanococcus maripaludis chaperonin Mm-Cpn; purified Mm-Cpn ATPase, ADP Transcreener TR-FRET; Potency, µM (titrated, usually from 76.9 µM), for inactives: top-dose activity, negative = inhibition, actives largely listed as inhibitors; hit rate 0.031% among 330,000; also: potency is read from the fitted curve at half-maximal effect; % is scaled to controls: 0 for no effect and ±100 for the full control effect; nearly all actives have a fitted effect of over 80% in size
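TR-FRET (320 nm excitation; 590 and 665 nm emission) reports ADP made from 10 uM ATP by 25 nM enzyme; compounds were preincubated 10 min, reaction run 30 min, both at 37°C.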
EPAC2 ag = EPAC2 (human) agonism | EPAC2 activation, biochemical qHTS; response scale: 100% = 6.5 mM cAMP response | AID 720711 | Q8WZA2 | hit rate 0.079% among 360,000 | Potency, µM (highest dose often 154 µM), for the others: at the top dose activation, usual class: activators; also: potency is read from the fitted curve at half-maximal effect; nearly all actives have a fitted effect of over 50% in size
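Compounds were added across a concentration range to EPAC2 (100 nM), RAP1B-BODIPY-GDP (250 nM) and GDP (50 uM). After 5 min at room temperature, fluorescence was recorded at 5-min intervals for 30 min.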
Nrf2 ARE act = Nrf2 pathway activation; AREc32 ARE-luciferase reporter (MCF7-derived line), luminescence, 24 h; Potency, µM (titrated, usually from 46.1 µM), inactives show at the top dose activation, hits mostly activators; hit rate 0.31% among 410,000; AID 624171; also: potency is read from the fitted curve at half-maximal effect; % of control where 0% means no effect; nearly all actives have a fitted effect of over 65% in size
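AREc32_Fluc, 1000 cells/well, OPTI-MEM + 5% FBS, o/n 37 deg C 5% CO2; 23 nL cpd by pin tool, 24 hr; Steady-Glo 30 min RT, luminescence.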
TGFb inhibitor = TGF-b pathway inhibition; HepG2 CAGA-GFP TGF-b/SMAD3 reporter, GFP fluorescence, 18 h; TGF-beta stimulated, 500 pg/mL final; Potency, µM (top dose mostly 46.1 µM), for inactives: top-dose activity, negative = inhibition, usual class: inhibitors; hit rate 1.2% among 410,000; AID 588855; also: potency is read from the fitted curve at half-maximal effect; % is scaled to controls: 0 for no effect and ±100 for the full control effect; nearly all actives have a fitted effect of over 65% in size
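Inhibition was scored as loss of TGF-beta-induced (500 pg/mL final, 18 hours, 37 degrees C) GFP in HEPG2 cells carrying a CAGA-GFP reporter, in DMEM with 1% FBS. Well GFP was summed per cell; Activity was normalised to unstimulated and stimulated DMSO wells, then concentration-response fitting.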
CCT chaperon mod = modulators of cytosolic chaperonin (CCT/TRiC) activity. purified chaperonin ATPase assay, HTRF ADP detection, 30 min. activity change, % (test concentration not listed), hits read low. hit rate 0.3% among 360,000; in the data active = activity change below about -30%; also: % is scaled to controls: 0 for no effect and ±100 for the full control effect
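First, chaperonin was dispensed at 40 nM or 20 nM final depending on batch activity. Next, compounds were pinned at 76 uM and ATP added at 10 uM. After 30 min at 37 °C, ADP detection reagents ran 30 min at ambient temperature.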
pAkt inh = Akt phosphorylation inhibition. activity change, % for hits at 50 µM. AID 651550. Neuro2A IGF-stimulated pAkt S473 HTRF, 20 min; stronger effect = lower value. hit rate 0.32% among 360,000; in the data active = activity change below about -80%; inconclusive = mostly about -51% to -80%; also: % is scaled to controls: 0 for no effect and ±100 for the full control effect
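Single-point screen (50 µM final compound) in Neuro2A cells stimulated 20 min with 6 nM IGF at 37 deg C. After lysis, Ser473-phosphorylated Akt read by HTRF (ex 330 nm, em 615/665 nm) as the 665/615 ratio.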
An asterisk follows results filed as active; i = inactive; ? = inconclusive; nt = no result given; [ ] = remark or other dose. Unless noted, calls follow the shape of the dose curve; as a rule, active = well fitted curve in the direction sought with a large enough effect; inconclusive = small, poorly fitted or top-dose-only effect, or another doubt; inactive = no such curve, though single readings can be large; an effect the other way counts as inactive or inconclusive. This is a subset, so the mix of outcomes need not match the whole.

SMILES	EPAC2 antagonist	A549 tox	Nrf2 inh	Mm-Cpn inhibitor	EPAC2 ag	Nrf2 ARE act	TGFb inhibitor	CCT chaperon mod	pAkt inh
Cc1ncoc1C(=O)Nc1ncc([N+](=O)[O-])s1	-2%	-29%	?	0%	4%	0.8%	6%	-1.0	i
COc1ccc(CNC(=O)c2cccc(NC(=O)c3ccccc3)c2)cc1	-10%	-16%	2%	-2%	7%	2.5%	7%	2.4	i
CCn1c(SCC(=O)Nc2ccc(NC(C)=O)cc2)nc2c1c(=O)n(C)c(=O)n2C	7%	1%	5%	-3%	8%	-0.3%	-14%	-1.1	i
O=C(O/N=C1/CCCc2occc21)c1ccc(F)cc1	2%	-2%	7%	0%	-1%	3.1%	1%	-0.4	i
CCOC(=O)C1CCN(C(=O)CCc2ccc(S(=O)(=O)NCC(C)C)cc2)CC1	1%	1%	11%	0%	-12%	0.3%	4%	-3.8	i
O=C(COC(=O)/C=C/c1cccc(F)c1)NC1CCCCC1	5%	nt	nt	nt	3%	-0.8%	-4%	-0.5	i
COc1ccc(OC)c(NC(=O)c2ccc(CN(c3cc(Cl)ccc3C)S(=O)(=O)c3ccccc3)cc2)c1	26%[57.1 µM]	-5%	-18%	-2%	-19%	-0.7%	2%	-2.2	i
COc1ccc(C(=O)Nc2ccc3oc(-c4cccc5c(Br)cccc45)nc3c2)cc1	nt	0%	0%	nt	nt	0.5%	-8%	nt	nt
Cc1ccc(C(C(=O)NC2CCCC2)N(C(=O)c2csnn2)c2ccccc2)o1 (stereo not drawn)	-3%	-6%	0%	-1%	5%	-0.4%	-22%	-1.0	i
CCOC(=O)CSc1nc(Nc2ccc3c(c2)OCO3)c2ccccc2n1	-6%	8%	?	1%	22%	-0.9%	-9%	-0.2	i
Clc1ccc(CN=C(Nc2ccccc2)NC2CCCCC2)cc1	10%	-11%	11%	1%	3%	3.5%	?	-1.3	i
O=S(=O)(c1ccc(Br)s1)N1CCN(CCc2ccccc2)CC1	0%	?	?	-4%	18%	-0.2%	?	-1.2	i
CCOC(=O)C1=C(C)Nc2sc(C(=O)c3ccc(OC)cc3)c(N)c2C1c1ccc(C(=O)OC)cc1 (stereo not drawn)	-6%	?	?	-18%	-7%	0.6%	-16%	0.8	i
O=C(O)CC(CC(=O)Nc1nncs1)c1ccccc1 (stereo not drawn)	-1%	1%	1%	2%	7%	-0.3%	-2%	1.3	i
Cc1nc(Nc2cc(F)ccc2C)c2nnn(Cc3ccccc3)c2n1	-10%	14%	13%	-1%	13%	6.4%	5%	-0.7	i
Cc1ccnc(NC(=O)C2CC(=O)N(Cc3ccccc3)C2)c1 (stereo not drawn)	-1%	-1%	?	1%	7%	3.4%	-17%	-3.0	i
O=c1c[n+]([O-])c2ccccc2n1OCc1c(F)cccc1F	10%	-3%	?	-1%	4%	20%	0%	-0.2	i
O=C(/C=C/c1ccccc1)c1ccc(NC2=NCCCS2)cc1	-5%	-4%	3%	-5%	2%	?	?	-3.7	i
Cc1ccccc1N(CC(=O)NCCc1ccccc1)C(=O)c1ccc(N2CCCC2)nc1	2%	19%	18%	2%	-7%	0.0%	-8%	1.8	i
COCCNC(=O)C1(C)CCCN(C(=O)c2ccc3snnc3c2)C1 (stereo not drawn)	5%	nt	nt	nt	10%	-0.1%	-6%	1.3	i
Cc1ccc(SCC(=O)OC(C)C(=O)NCc2ccccc2)cc1C (stereo not drawn)	-13%	2%	0%	0%	13%	-0.6%	6%	-2.5	i
CNC(=O)NC(=O)CN1C(=O)NC2(CCOc3ccccc32)C1=O (stereo not drawn)	3%	0%	-11%	2%	9%	-0.1%	7%	-1.7	i
O=C1CC(SC2=NCCS2)C(=O)N1c1ccc(Br)cc1 (stereo not drawn)	7%	1%	0%	1%	11%	0.1%	-4%	-0.7	i
CC1CCC(C(O)(C(=O)c2ccccc2)c2ccccc2)C(=O)C1 (stereo not drawn)	-25%	nt	nt	nt	19%	-1.1%	-1%	2.0	i
C/C(=N\OCC(=O)Nc1ccc(F)c(F)c1F)c1cc2ccccc2o1	7%	10%	0%	-1%	18%	3.1%	-18%	3.0	i

Next section; it opens with the 3 that closed the last part.
SMILES	EPAC2 antagonist	A549 tox	Nrf2 inh	Mm-Cpn inhibitor	EPAC2 ag	Nrf2 ARE act	TGFb inhibitor	CCT chaperon mod	pAkt inh
O=C1CC(SC2=NCCS2)C(=O)N1c1ccc(Br)cc1 (stereo not drawn)	7%	1%	0%	1%	11%	0.1%	-4%	-0.7	i
CC1CCC(C(O)(C(=O)c2ccccc2)c2ccccc2)C(=O)C1 (stereo not drawn)	-25%	nt	nt	nt	19%	-1.1%	-1%	2.0	i
C/C(=N\OCC(=O)Nc1ccc(F)c(F)c1F)c1cc2ccccc2o1	7%	10%	0%	-1%	18%	3.1%	-18%	3.0	i
CCOc1cc(N2CCOCC2)c(OCC)cc1NC(=O)CSc1nc(N)cc(=O)[nH]1	11%	-2%	-2%	0%	10%	-0.2%	16%	-0.7	i
O=c1[nH]n2c(=O)c3c([nH]c2c1N=Nc1cccc(C(F)(F)F)c1)CCCC3	2%	?	-13%	0%	-14%	0.2%	?	-3.4	i
CC(c1nc2scc(-c3ccccc3)c2c(=O)[nH]1)N1CCN(CC(=O)NC2CC2)CC1 (stereo not drawn)	-3%	3%	1%	-4%	4%	3.5%	?	-11	i
Cn1c(C(=O)N[C@@H](Cc2ccccc2)C(=O)O)cc2cc(Cl)ccc21	-21%	6%	0%	1%	-11%	6.8%	?	1.5	i
Cc1ccc(N(CC(=O)NCCc2ccccc2)C(=O)CCC(=O)Nc2cc(C)ccn2)cc1	0%	7%	3%	1%	-9%	2.3%	5%	-1.4	i
O=C(NC1CCS(=O)(=O)C1)c1ccc2c(c1)OCO2 (stereo not drawn)	-1%	-4%	5%	0%	2%	0.1%	0%	-1.5	i
O=C(CN1CCN(c2cccc(C(F)(F)F)c2)CC1)N(C1CCCC1)C1CCS(=O)(=O)C1 (stereo not drawn)	7%	-3%	-3%	-2%	-4%	2.6%	-21%	-1.2	i
Cc1cc(C(=O)NCCCn2ccnc2)cs1	5%	-2%[1.84 µM]	5%	0%	1%	0.0%	-2%	0.5	i
CSc1nc2ccccc2n1C(=O)Oc1ccccc1	4%	nt	2%	1%	0%	-1.0%	-3%	-4.6	i
Cc1cc(C)c(NC(=O)CSc2nc3c(c(=O)n2C)SC(C)C3)c(C)c1 (stereo not drawn)	-3%	-3%	?	-3%	11%	0.3%	9%	-1.3	i
CCCS(=O)(=O)N1CC(=O)N(c2ccc(C)c(Cl)c2)C(C)(C(=O)NC2CCCCCC2)C1 (stereo not drawn)	nt	-14%	-21%	nt	nt	0.6%	0%	nt	nt
COc1cccc(NC(=O)CN(C)C(=O)c2ccc(-c3ccc(Cl)cc3)o2)c1	-15%	-8%	-6%	-3%	8%	3.0%	?	-1.7	i
Cc1ccc(S(=O)(=O)N/N=C/c2ccc(C#N)cc2)cc1	0%	1%	-7%	-3%	15%	-0.4%	12%	0.5	i
COCCN(CCOC)Cc1c(O)ccc2c1O/C(=C\c1ccco1)C2=O	64%[activator]	-17%	26%	-4%	-36%[inhibitor]	16%	12%	-3.0	i
CCOC(=O)c1cc(C(=O)NN)c(C)nc1C	8%	-4%	-6%	1%	5%	0.0%	1%	1.1	i
O=C(COc1ccccc1)N(Cc1ccco1)c1ccc(O)cc1	-1%	-2%	nt	1%	-3%	0.0%	-1%	-1.5	i
Cc1ccc(S(=O)(=O)NC(=O)NCc2ccc3c(c2)OCO3)cc1	5%	-8%	-18%	3%	4%	0.3%	-13%	-3.4	-111%*
Nc1cc(=O)[nH]c(SCc2cccc3ccccc23)n1	13%	3%	-33%	-2%	10%	5.3%	-6%	-0.3	i
CCc1nnc(NC(=O)CSc2nnc(-c3c[nH]c4ccccc34)n2C)s1	14%	6%	nt	1%	-5%	0.0%	24%	-1.9	i

Record cards, from the list above. Screens in order: EPAC2 antagonist	A549 tox	Nrf2 inh	Mm-Cpn inhibitor	EPAC2 ag	Nrf2 ARE act	TGFb inhibitor	CCT chaperon mod	pAkt inh
`COc1ccc(OC)c(NC(=O)c2ccc(CN(c3cc(Cl)ccc3C)S(=O)(=O)c3ccccc3)cc2)c1` is entered as 26%[57.1 µM]	-5%	-18%	-2%	-19%	-0.7%	2%	-2.2	i
`CCn1c(SCC(=O)Nc2ccc(NC(C)=O)cc2)nc2c1c(=O)n(C)c(=O)n2C` is entered as 7%	1%	5%	-3%	8%	-0.3%	-14%	-1.1	i
`CC1CCC(C(O)(C(=O)c2ccccc2)c2ccccc2)C(=O)C1` (stereo not drawn) is entered as -25%	nt	nt	nt	19%	-1.1%	-1%	2.0	i
`C/C(=N\OCC(=O)Nc1ccc(F)c(F)c1F)c1cc2ccccc2o1` is entered as 7%	10%	0%	-1%	18%	3.1%	-18%	3.0	i
`Cc1ccc(S(=O)(=O)N/N=C/c2ccc(C#N)cc2)cc1` is entered as 0%	1%	-7%	-3%	15%	-0.4%	12%	0.5	i
